Screens (PubChem)
FLuc inhib CS = Photinus pyralis luciferase inhibition counter-screen; P08659; ATPLite firefly luciferase biochemical luminescence, 10 min; inhibition, % at 10 µM; 200,000 compounds, 1.5% hits;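 active = inhibition above about 50% when tested at 10 µM, limit read from the data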
Target sequence (P08659 whole entry, looked up): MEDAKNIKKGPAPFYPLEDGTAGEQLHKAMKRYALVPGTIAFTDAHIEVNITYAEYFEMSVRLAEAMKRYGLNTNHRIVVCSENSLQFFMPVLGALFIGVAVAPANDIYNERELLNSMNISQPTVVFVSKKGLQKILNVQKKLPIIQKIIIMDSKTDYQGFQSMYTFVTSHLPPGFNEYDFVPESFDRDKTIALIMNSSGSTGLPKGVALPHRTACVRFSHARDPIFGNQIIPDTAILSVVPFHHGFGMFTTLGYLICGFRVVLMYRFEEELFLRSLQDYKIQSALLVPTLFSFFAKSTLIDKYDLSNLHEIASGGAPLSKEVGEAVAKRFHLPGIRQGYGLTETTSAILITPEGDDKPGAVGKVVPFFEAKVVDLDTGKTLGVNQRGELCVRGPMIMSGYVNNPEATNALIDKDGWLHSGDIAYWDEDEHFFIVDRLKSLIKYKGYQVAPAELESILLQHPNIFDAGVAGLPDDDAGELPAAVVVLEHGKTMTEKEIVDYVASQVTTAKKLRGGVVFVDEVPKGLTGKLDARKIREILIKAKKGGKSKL
STAT1 inh = inhibitors of IFN-gamma induced STAT1 signaling; AID 920; inhibition, % at 5.5 µM; 200,000 compounds, 0.35% hits; NIH 3T3 STAT1-luciferase reporter, luminescence;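 active = inhibition above a set limit, the mean inhibition across all tested compounds plus 3 SD, cut at about 34% in these data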;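 note: 0% = IFN-gamma with DMSO and 100% = IFN-gamma with 300 µM nifuroxazide; values of inactives mirror those of a sister screen read the other way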
STAT1 act = STAT1 signaling activation. activation (% of control), % at 5.5 µM. NIH 3T3 STAT1-luciferase reporter, IFN-gamma, luminescence; 100% = IFN-gamma alone, no compound. AID 932. 200,000 compounds, 2.6% hits;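 active = activation above the screen-wide mean activation plus 3 SD, cut at about 130% in these data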;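 note: raw ratio to IFN-gamma control signal so 100% means no change and 0% no light; values of inactives mirror those of a sister screen read the other way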
STAT3 activator = activators of IL-6 induced STAT3 signaling; U3A cells, IL-6 STAT3-luciferase reporter, luminescence; 100% = signal with IL-6 EC80 alone; activation (% of control), % at 5.6 µM; 190,000 compounds, 0.91% hits;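 active = activation above the screen-wide mean of compound activation plus 3 SD, cut at about 130% in these data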;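 note: 0% = background luminescence of wells with medium and substrate only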
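Assay system – human STAT1-deficient U3A cells with stable STAT3-luciferase reporter · Also added – IL-6 (33 ng/mL) · Schedule – compound 1 h, then IL-6 6 h at 37 °C · Technique – reporter luminescence signal · Evaluation – % activation versus median of IL-6-stimulated wells · Benchmarks – IL-6-only wells as 100% reference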
APP 5UTR inh = APP translation inhibition. SH-SY5Y APP 5'UTR-luciferase reporter, luminescence. inhibition, % at 2 µM. 190,000 compounds, 0.82% hits. AID 1285;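 active = inhibition above a set limit, derived from the sample mean plus 3 SD, cut at about 45% in these data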; note: values of inactives mirror those of a sister screen read the other way
Hsp70 activator = transcriptional activators of Hsp70; HeLa Hsp70 promoter luciferase reporter, luminescence; scaled: vehicle 0, proteasome-inhibitor control 100%; activation, % at 10 µM; 200,000 compounds, 0.04% hits;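 active = activation above the mean across all tested compounds plus 3 SD, cutoff set per campaign, cut at about 5.5% in these data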;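 note: 100% = MG132 at 30 µM as the positive control and 0% = DMSO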
RAM network inh = yeast RAM network inhibition; inhibition, % at 50 µM; 190,000 compounds, 1.8% hits; S. cerevisiae dse1pr::URA3 reporter, 5-FOA growth OD615, 2 d; analog-sensitive cbk1-as2 kinase mutant strain; AID 868;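 active = inhibition above a set limit, 3 SD over mean compound inhibition, cut at about 8.4% in these data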;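 note: 0% = DMSO-only wells with no growth and 100% = 10 µM 1-NA-PP1 full growth; inhibition rescues growth on 5-FOA so higher OD means more RAM inhibition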
APP 5'UTR act = activates APP 5'UTR luciferase reporter; activation, % at 2 µM; 190,000 compounds, 1% hits; AID 1276; SH-SY5Y APP 5'UTR luciferase reporter, luminescence; zero percent = DMSO vehicle wells;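 active = activation above a set limit, based on mean plus 3 SD of controls, cut at about 140% in these data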; note: values of inactives mirror those of a sister screen read the other way
NF-kB expr up = compounds increasing NF-kB expression in human neuronal cells; NF-kB reporter expression; hits give high values; fold change at 12.5 µM; 190,000 compounds, 1.6% hits; AID 1239; in the data active = fold change above about 3.3
STAT3 inh = STAT3 signaling inhibition; AID 862; 190,000 compounds, 0.89% hits; U3A cells, IL-6 STAT3-luciferase reporter, luminescence; host cell line lacks STAT1; inhibition, % at 5.5 µM;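 active = inhibition above the mean inhibition across all screened compounds plus 3 SD, cut at about 44% in these data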;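 note: 0% = DMSO only wells and 100% = 100 µM nifuroxazide control wells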
* marks the source's active call; other numbers are inactive results.

Results for Cc1cc(C)cc(NC(=O)CSc2nnc(-c3ccc(S(=O)(=O)N4CCCC4)cc3)o2)c1 ?
FLuc inhib CS: -6; STAT1 inh: 5; STAT1 act: 96; STAT3 activator: 108; APP 5UTR inh: -4; Hsp70 activator: -0.3; RAM network inh: -0.7; APP 5'UTR act: 4; NF-kB expr up: 1.3; STAT3 inh: -6

How did O=C(O)/C=C/c1ccc(S(=O)(=O)NCc2ccco2)cc1 do in these assays?
FLuc inhib CS: 0; STAT1 inh: -2; STAT1 act: 102; STAT3 activator: 108; APP 5UTR inh: 4; Hsp70 activator: -0.1; RAM network inh: -1.4; APP 5'UTR act: -4; NF-kB expr up: 1.3; STAT3 inh: -10

How did CCCCCCCCCC(=O)N/N=C/c1ccc(C)s1 do in these assays?
FLuc inhib CS: -1; STAT1 inh: 0; STAT1 act: 100; STAT3 activator: 101; APP 5UTR inh: 7; Hsp70 activator: -0.5; RAM network inh: 2.2; APP 5'UTR act: -7; NF-kB expr up: 1.4; STAT3 inh: -1

Results for Cc1cc2cc(CNC(=O)c3ccc(S(=O)(=O)N4CCOCC4)cc3)ccc2n1C ?
FLuc inhib CS: -3; STAT1 inh: 6; STAT1 act: 95; STAT3 activator: 103; APP 5UTR inh: -15; Hsp70 activator: 0.0; RAM network inh: 5.8; APP 5'UTR act: 15; NF-kB expr up: 0.8; STAT3 inh: 5

What do the screens show for `Cc1cccc(C)c1OCc1nc2ccccc2[nH]1`?
FLuc inhib CS: 0; STAT1 inh: -4; STAT1 act: 104; STAT3 activator: 94; APP 5UTR inh: 13; Hsp70 activator: -0.1; RAM network inh: 0.4; APP 5'UTR act: -13; NF-kB expr up: 1.4; STAT3 inh: 11

What do the screens show for `CCn1c2ccccc2c2cc(NC(=O)c3ccccc3[N+](=O)[O-])ccc21`?
FLuc inhib CS: -8; STAT1 inh: 10; STAT1 act: 91; STAT3 activator: 111; APP 5UTR inh: -4; Hsp70 activator: -0.3; RAM network inh: 1.7; APP 5'UTR act: 5; NF-kB expr up: 1; STAT3 inh: -6

Results for S=C(NCc1ccco1)N1CCN(c2ccccc2Cl)CC1 ?
FLuc inhib CS: -6; STAT1 inh: -3; STAT1 act: 100; STAT3 activator: 95; APP 5UTR inh: 12; Hsp70 activator: -0.3; RAM network inh: 0.2; APP 5'UTR act: -12; NF-kB expr up: 0.57; STAT3 inh: 11

What do the screens show for `Cc1ccc(-n2c(C)cc(/C=N/NC(=O)CN(c3ccc(C)cc3C)S(C)(=O)=O)c2C)cc1`?
FLuc inhib CS: -2; STAT1 inh: -2; STAT1 act: 102; STAT3 activator: 116; APP 5UTR inh: -2; Hsp70 activator: -0.2; RAM network inh: 0.1; APP 5'UTR act: 2; NF-kB expr up: 0.76; STAT3 inh: -12

What do the screens show for `CCC(C)/C(C)=N/NC(=O)c1ccc(COc2ccc(Cl)c(C)c2)cc1` (configuration not stated)?
FLuc inhib CS: -5; STAT1 inh: -34; STAT1 act: 130*; STAT3 activator: 114; APP 5UTR inh: -7; Hsp70 activator: 0.4; RAM network inh: 0.1; APP 5'UTR act: 7; NF-kB expr up: 1.5; STAT3 inh: -14

What do the screens show for `CSc1cccc(NC(=S)N(CCC(C)C)C2CCN(C(C)C)CC2)c1`?
FLuc inhib CS: -6; STAT1 inh: 5; STAT1 act: 94; STAT3 activator: 95; APP 5UTR inh: -22; Hsp70 activator: -0.2; RAM network inh: -0.1; APP 5'UTR act: 23; NF-kB expr up: 1.1; STAT3 inh: 8

How did CCS(=O)(=O)Nc1cccc(C2=NN(S(=O)(=O)c3ccc(F)cc3)C(c3cccs3)C2)c1 (configuration not stated) do in these assays?
FLuc inhib CS: -1; STAT1 inh: 8; STAT1 act: 93; STAT3 activator: 101; APP 5UTR inh: 3; Hsp70 activator: -0.5; RAM network inh: 7.8; APP 5'UTR act: -3; NF-kB expr up: 0.78; STAT3 inh: 2

How did COc1ccc(/C=C(/C#N)C(=O)Nc2ccccc2C)cc1C(=O)O do in these assays?
FLuc inhib CS: 1; STAT1 inh: -3; STAT1 act: 102; STAT3 activator: 87; APP 5UTR inh: -6; Hsp70 activator: -0.2; RAM network inh: 4.7; APP 5'UTR act: 7; NF-kB expr up: 1.1; STAT3 inh: 13

Reprinted at random: 2 records from the list
How did CCCCCCCCCC(=O)N/N=C/c1ccc(C)s1 do in these assays?
FLuc inhib CS: -1; STAT1 inh: 0; STAT1 act: 100; STAT3 activator: 101; APP 5UTR inh: 7; Hsp70 activator: -0.5; RAM network inh: 2.2; APP 5'UTR act: -7; NF-kB expr up: 1.4; STAT3 inh: -1

Results for Cc1cc2cc(CNC(=O)c3ccc(S(=O)(=O)N4CCOCC4)cc3)ccc2n1C ?
FLuc inhib CS: -3; STAT1 inh: 6; STAT1 act: 95; STAT3 activator: 103; APP 5UTR inh: -15; Hsp70 activator: 0.0; RAM network inh: 5.8; APP 5'UTR act: 15; NF-kB expr up: 0.8; STAT3 inh: 5

Later entries
What do the screens show for `CCOC(=O)c1ccc(NC(=S)NCCCN2CCCC2=O)cc1`?
FLuc inhib CS: 1; STAT1 inh: 4; STAT1 act: 95; STAT3 activator: 87; APP 5UTR inh: -10; Hsp70 activator: -0.2; RAM network inh: 0.8; APP 5'UTR act: 10; NF-kB expr up: 1.4; STAT3 inh: 17

Results for O=C(Cc1ccc(Cl)cc1)Nc1ccc2c(c1)C(=O)NC2=O ?
FLuc inhib CS: -6; STAT1 inh: 3; STAT1 act: 95; STAT3 activator: 78; APP 5UTR inh: -14; Hsp70 activator: -0.4; RAM network inh: 1.3; APP 5'UTR act: 14; NF-kB expr up: 1.2; STAT3 inh: 29

How did COC(=O)CN1C(=O)N(c2ccccc2)C(N(O)C(=O)Nc2ccccc2)C1(C)C (configuration not stated) do in these assays?
FLuc inhib CS: -2; STAT1 inh: 6; STAT1 act: 95; STAT3 activator: 99; APP 5UTR inh: -4; Hsp70 activator: -0.4; RAM network inh: 1.8; APP 5'UTR act: 4; NF-kB expr up: 1.3; STAT3 inh: 7

How did CCCCN1C(=O)C2ON(c3ccccc3C)C(c3ccco3)C2C1=O (configuration not stated) do in these assays?
FLuc inhib CS: -4; STAT1 inh: 3; STAT1 act: 98; STAT3 activator: 101; APP 5UTR inh: -2; Hsp70 activator: -0.2; RAM network inh: 5.5; APP 5'UTR act: 2; NF-kB expr up: 0.96; STAT3 inh: 8

Results for O=C1CSC(c2cccc(Cl)c2Cl)N1c1ccccn1 (configuration not stated) ?
FLuc inhib CS: 9; STAT1 inh: 2; STAT1 act: 98; STAT3 activator: 101; APP 5UTR inh: -3; Hsp70 activator: -0.2; RAM network inh: 1.4; APP 5'UTR act: 3; NF-kB expr up: 0.89; STAT3 inh: -4

How did CN(C)Cc1cc(C(C)(C)c2cc(CN(C)C)c(O)c(CN(C)C)c2)cc(CN(C)C)c1O do in these assays?
FLuc inhib CS: -4; STAT1 inh: -1; STAT1 act: 102; STAT3 activator: 99; APP 5UTR inh: -22; Hsp70 activator: -0.2; RAM network inh: 0.7; APP 5'UTR act: 22; NF-kB expr up: 1.1; STAT3 inh: 6

How did Cc1ccccc1OCc1nc2ccccc2c(=O)n1/N=C/c1ccco1 do in these assays?
FLuc inhib CS: 2; STAT1 inh: -9; STAT1 act: 108; STAT3 activator: 96; APP 5UTR inh: -6; Hsp70 activator: 0.3; RAM network inh: -0.1; APP 5'UTR act: 6; NF-kB expr up: 1; STAT3 inh: 9

How did CC(C)(C)c1ccc(C(=O)NNC(=O)c2ccc(Cl)cc2)cc1 do in these assays?
FLuc inhib CS: -4; STAT1 inh: -21; STAT1 act: 123; STAT3 activator: 105; APP 5UTR inh: 20; Hsp70 activator: -0.2; RAM network inh: 3.5; APP 5'UTR act: -19; NF-kB expr up: 1; STAT3 inh: -9

Results for COc1ccc(Cl)cc1NC(=O)C/C(C)=N/NC(=O)CC#N ?
FLuc inhib CS: -7; STAT1 inh: -9; STAT1 act: 108; STAT3 activator: 95; APP 5UTR inh: -16; Hsp70 activator: -0.6; RAM network inh: 1.0; APP 5'UTR act: 15; NF-kB expr up: 1.2; STAT3 inh: 9

What do the screens show for `Cc1ccccc1C(=O)NNC(=O)c1ccoc1C`?
FLuc inhib CS: -4; STAT1 inh: 5; STAT1 act: 96; STAT3 activator: 101; APP 5UTR inh: -9; Hsp70 activator: -0.3; RAM network inh: 1.8; APP 5'UTR act: 9; NF-kB expr up: 1.3; STAT3 inh: 0

What do the screens show for `COc1cc(CC(=O)NNC(=O)c2cc(C)oc2C)cc(OC)c1OC`?
FLuc inhib CS: -2; STAT1 inh: 1; STAT1 act: 100; STAT3 activator: 100; APP 5UTR inh: -6; Hsp70 activator: -0.2; RAM network inh: 0.1; APP 5'UTR act: 6; NF-kB expr up: 0.97; STAT3 inh: -1

Results for O=C(Cn1cnc2ccccc2c1=O)NCC(=O)N1CCN(Cc2ccc3c(c2)OCO3)CC1 ?
FLuc inhib CS: -6; STAT1 inh: 4; STAT1 act: 97; STAT3 activator: 94; APP 5UTR inh: -19; Hsp70 activator: -0.3; RAM network inh: -0.5; APP 5'UTR act: 19; NF-kB expr up: 1.2; STAT3 inh: 14

How did CC1(C)CC(=O)CC(=O)/C1=N\Nc1c(Cl)cc(Cl)cc1Cl do in these assays?
FLuc inhib CS: -2; STAT1 inh: -2; STAT1 act: 102; STAT3 activator: 100; APP 5UTR inh: -4; Hsp70 activator: -0.5; RAM network inh: 2.1; APP 5'UTR act: 4; NF-kB expr up: 1.7; STAT3 inh: 5

What do the screens show for `COc1ccc(NC(=S)N(CCO)Cc2ccccc2)cc1`?
FLuc inhib CS: 4; STAT1 inh: -18; STAT1 act: 114; STAT3 activator: 103; APP 5UTR inh: -17; Hsp70 activator: 0.1; RAM network inh: 0.6; APP 5'UTR act: 17; NF-kB expr up: 0.93; STAT3 inh: -3

What do the screens show for `O=C(NC1CCS(=O)(=O)C1)c1sc2ccccc2c1Cl` (configuration not stated)?
FLuc inhib CS: 0; STAT1 inh: -14; STAT1 act: 112; STAT3 activator: 84; APP 5UTR inh: -12; Hsp70 activator: -0.2; RAM network inh: 2.6; APP 5'UTR act: 12; NF-kB expr up: 1.1; STAT3 inh: 23

How did CC(=O)N1CCC(N(CCN2CCOCC2)C(=S)Nc2cc(C)cc(C)c2)CC1 do in these assays?
FLuc inhib CS: -8; STAT1 inh: 15; STAT1 act: 86; STAT3 activator: 103; APP 5UTR inh: -25; Hsp70 activator: -0.1; RAM network inh: 3.9; APP 5'UTR act: 25; NF-kB expr up: 1.1; STAT3 inh: 8

How did CC1CCCC(C)N1C(=O)COC(=O)CCc1nc2ccccc2c(=O)[nH]1 (configuration not stated) do in these assays?
FLuc inhib CS: 1; STAT1 inh: 2; STAT1 act: 98; STAT3 activator: 96; APP 5UTR inh: 5; Hsp70 activator: -0.2; RAM network inh: 3.1; APP 5'UTR act: -5; NF-kB expr up: 1.2; STAT3 inh: 12

Results for O=C(CSc1nnc(-c2ccc3c(c2)OCO3)n1-c1ccccc1)c1ccc(Cl)cc1 ?
FLuc inhib CS: -1; STAT1 inh: 1; STAT1 act: 99; STAT3 activator: 107; APP 5UTR inh: 8; Hsp70 activator: -0.4; RAM network inh: 4.4; APP 5'UTR act: -7; NF-kB expr up: 1.2; STAT3 inh: -5
